ELG1 genotox: qHTS screen for small molecules that induce genotoxicity in human embryonic kidney (HEK293T) cells expressing luciferase-tagged ELG1; HEK293T ELG1-luciferase reporter, luminescence, 16 h; Potency, µM (top dose mostly 46 µM), for the others: top-dose activity change, positive = activation, usual class: activators; 330,000 compounds, 1.3% hits; AID 504466, 2011; note: potency is the fitted concentration of half-maximal effect; % of control where 0% means no effect; nearly all actives have a fitted effect of over 60% in size
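HEK293T cells expressing luciferase-tagged ELG1 were exposed to compound or DMSO vehicle for 16 hr at 37 °C and 5% CO2. Luciferase activity was then measured with ONE-Glo after 30 min at room temperature.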
FLuc counter: qHTS profiling assay for firefly luciferase inhibitor/activator using purifed enzyme and Km concentrations of substrates (counterscreen for miR-21 project) | purified FLuc, Km substrates, luminescence inhibition | Potency, µM (titrated, usually from 57.5 µM), for the others: top-dose activity change, negative = inhibition, actives largely listed as inhibitors | 360,000 compounds, 6.9% hits | AID 588342, 2011;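 note: potency is the fitted concentration of half-maximal effect; plate controls were vehicle for no effect and reference inhibitor for full effect; nearly all actives have a fitted effect of over 55% in size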
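Biochemical qHTS of compounds, final roughly 60 µM downward over six points, against 10 nM purified firefly luciferase using Km concentrations of substrates (10 uM D-luciferin, 10 uM ATP) in Tris acetate pH 7.5 buffer; luminescence output.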
TRPV1 agonist: HTS Assay for Compounds that Act as Agonists of the Vanilloid Receptor 1; Transient receptor potential cation channel subfamily V member 1 (Homo sapiens), Q8NER1; TRPV1-expressing cells, Fluo-8 calcium influx, agonist mode; activation, % at 8.33 µM; 320,000 compounds, 0.19% hits; AID 540275, 2011; in the data active = activation above about 80%; inconclusive = between about 30% and that limit; note: 0% is about no effect
Target sequence (Q8NER1 whole entry, looked up): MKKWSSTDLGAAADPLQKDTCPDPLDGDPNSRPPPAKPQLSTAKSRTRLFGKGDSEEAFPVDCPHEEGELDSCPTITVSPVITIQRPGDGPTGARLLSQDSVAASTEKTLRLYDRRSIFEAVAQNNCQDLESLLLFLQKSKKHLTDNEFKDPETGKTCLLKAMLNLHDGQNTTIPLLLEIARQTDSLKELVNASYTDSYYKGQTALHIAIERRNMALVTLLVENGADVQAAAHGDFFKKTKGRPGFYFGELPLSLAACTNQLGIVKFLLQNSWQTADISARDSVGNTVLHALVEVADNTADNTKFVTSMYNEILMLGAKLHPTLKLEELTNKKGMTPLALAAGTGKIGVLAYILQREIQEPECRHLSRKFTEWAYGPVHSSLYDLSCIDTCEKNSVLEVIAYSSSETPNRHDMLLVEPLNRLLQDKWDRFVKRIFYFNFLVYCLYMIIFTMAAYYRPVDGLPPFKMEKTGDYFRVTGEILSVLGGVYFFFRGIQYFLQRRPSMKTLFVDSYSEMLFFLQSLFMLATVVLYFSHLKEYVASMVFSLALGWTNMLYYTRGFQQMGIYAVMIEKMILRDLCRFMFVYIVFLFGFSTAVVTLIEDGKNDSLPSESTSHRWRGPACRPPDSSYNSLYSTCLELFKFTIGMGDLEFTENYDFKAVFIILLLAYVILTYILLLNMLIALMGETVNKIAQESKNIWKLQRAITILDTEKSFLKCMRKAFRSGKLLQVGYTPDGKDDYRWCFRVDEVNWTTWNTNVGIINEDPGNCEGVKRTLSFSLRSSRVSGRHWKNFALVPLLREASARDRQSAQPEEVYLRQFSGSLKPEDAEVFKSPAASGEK
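Fluo-8 calcium influx in TRPV1-expressing cells, kinetic read (ex 480/em 520 nm). Compound added and read 3 min for agonist activity, followed by capsaicin at EC20 final and 2 min further read for enhancement.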
ELG1 repair inh: qHTS screen for small molecules that inhibit ELG1-dependent DNA repair in human embryonic kidney (HEK293T) cells expressing luciferase-tagged ELG1. HEK293T ELG1-luciferase reporter, luminescence, 16 h; DNA damage induced by 5-fluorouridine. Potency, µM (highest dose often 46.1 µM), inactives show at the highest dose activity change, negative = inhibition, usual class: inhibitors. 330,000 compounds, 2.3% hits; note: potency is the fitted concentration of half-maximal effect; % is set by controls: 0 for no effect and ±100 for the full control effect; nearly all actives have a fitted effect of over 55% in size
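Quantitative HTS, concentration-response format. 2,000 cells/well co-treated with 5-fluorouridine and compound, 16 hr in 5% CO2 at 37 °C; ONE-Glo luminescence read after 30 min.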
Rab9 promoter act: qHTS Assay for Rab9 Promoter Activators | Huh7 Rab9 promoter-luciferase reporter, luminescence, 24 h | Potency, µM (doses to about 9.22 µM), inactives show at the top dose activation, negative = inhibition, usual class: activators | 320,000 compounds, 2.8% hits | AID 485297, 2010; note: potency is the fitted concentration of half-maximal effect; % of control where 0% means no effect; nearly all actives have a fitted effect of over 60% in size
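Measured in stably transfected Huh7 cells bearing a Rab9 promoter–luciferase construct: 24 h compound treatment at 37 °C, followed by luminescence detection.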
p53 reactivation: qHTS assay for re-activators of p53 using a Luc reporter | H1299 p53-A138V BP100-luciferase reporter, luminescence, 24 h | Potency, µM (highest dose often 92.2 µM), inactives show at the highest dose activity change, positive = activation, usual class: activators | 320,000 compounds, 0.063% hits; note: potency is the fitted concentration of half-maximal effect; % of control where 0% means no effect; nearly all actives have a fitted effect of over 45% in size
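H1299 (p53-null), stable ts p53-A138V + BP100-Luc; 1000 cells/well, Opti-MEM/10% FBS; cpd 4 pt, 1:5; 24 h, 37 deg C, 5% CO2; detection reagent 10 min RT; luminescence.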
BRCA1 expr up: qHTS Assay to Identify Small Molecule Activators of BRCA1 Expression; MCF7-BRCA1-FFLuc reporter, luminescence, 48 h; response scale: scaled: vehicle 0%, 10 µM genistein 100%; Potency, µM (highest dose often 46.1 µM), without a hit: at the top dose activation, most hits filed as activators; 380,000 compounds, 1.1% hits; AID 624202, 2012; note: potency is the fitted concentration of half-maximal effect; nearly all actives have a fitted effect of over 80% in size; some results filed as inactive show a strong effect at the top dose
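Quantitative HTS in MCF7 cells stably reporting BRCA1 expression via firefly luciferase. Compound treatment lasts 48 h at 37 °C in phenol-red free MEM. Activation is expressed relative to genistein at 10 microM and DMSO.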
RORg inh: qHTS for inhibitors of ROR gamma transcriptional activity; Nuclear receptor ROR-gamma (Mus musculus), P51450; Drosophila S2 Gal4-RORgamma UAS-luciferase reporter, 20 h; Potency, µM (doses to about 53.6 µM), for inactives: at the top dose activity change, negative = inhibition, most hits filed as inhibitors; 310,000 compounds, 5.4% hits; note: potency is the fitted concentration of half-maximal effect; % is set by controls: 0 for no effect and ±100 for the full control effect; nearly all actives have a fitted effect of over 60% in size
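In this cell-based reporter format, copper sulfate (700 uM final) drives Gal4–ROR gamma fusion expression from a metallothionein promoter in Drosophila Schneider cells; compounds preincubated 1 hr, reporter read after 20 hr at ambient temperature.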
Tb PFK inh: qHTS Assay to Find Inhibitors of T. brucei phosphofructokinase | ATP-dependent 6-phosphofructokinase (Trypanosoma brucei brucei), O15648 | T. brucei PFK, ADP-Glo luminescence | Potency, µM (titrated, usually from 57.5 µM), inactives show at the top dose activity, negative = inhibition, most hits filed as inhibitors | 330,000 compounds, 0.17% hits | AID 485367, 2010;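 note: potency is the fitted concentration of half-maximal effect; 0% = uninhibited 1x PFK enzyme wells and -100% = no-enzyme wells; nearly all actives have a fitted effect of over 60% in size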
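ADP-Glo luminescence quantified ADP after 45 min at room temperature, with 1.25 nM T. brucei PFK, 0.1 mM ATP and 0.5 mM fructose-6-phosphate in pH 8.0 TEA buffer. qHTS titrations up to 57 µM; curves classified by quality.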
NPC1 promoter act: qHTS Assay for NPC1 Promoter Activators | 320,000 compounds, 2.4% hits | Huh7 NPC1 promoter luciferase reporter, 24 h | AID 485313, 2010 | Potency, µM (doses to about 9.22 µM), inactives show at the highest dose activation, actives largely listed as activators;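 note: potency is the fitted concentration of half-maximal effect; % of control where 0% means no effect; nearly all actives have a fitted effect of over 60% in size; reporter is driven by a mutant NPC1 promoter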
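Luminescence from an NPC1 promoter-driven luciferase reporter in stably transfected Huh7 cells was measured after 24 h compound treatment at 37 °C, followed by 10 min ambient incubation with luciferase detection reagent.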
VP16 counter: VP16 counterscreen qHTS for inhibitors of ROR gamma transcriptional activity. Potency, µM (series often up to 53.6 µM), inactives show top-dose activity, negative = inhibition, actives largely listed as inhibitors. 310,000 compounds, 3.5% hits. Drosophila S2 Gal4-VP16 UAS-luciferase, luminescence, 20 h;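 note: Gal4-VP16 expression switched on by copper sulfate through the metallothionein promoter; potency is the fitted concentration of half-maximal effect; % is set by controls: 0 for no effect and ±100 for the full control effect; nearly all actives have a fitted effect of over 50% in size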
The depositor's hits bear a star; ? = inconclusive; . = not tested or not shown; [ ] = remark or other dose. Unless noted, calls come from the whole dose curve; as a rule, active = well fitted curve in the direction sought with a large enough effect; inconclusive = small, poorly fitted or top-dose-only effect, or another doubt; inactive = no such curve, though single readings can be large; an effect the other way counts as inactive or inconclusive.

SMILES	ELG1 genotox	FLuc counter	TRPV1 agonist	ELG1 repair inh	Rab9 promoter act	p53 reactivation	BRCA1 expr up	RORg inh	Tb PFK inh	NPC1 promoter act	VP16 counter
CCCN(CCC)C(=O)c1c(NC(=O)CC)sc2c1CCCCC2	-1%	-2%	-6	10%	-1%	-9%	-21%	6%	2%	-8%	-12%
C=CCn1c(SCC(=O)OCC)nc2cc(C(=O)NCc3ccco3)ccc2c1=O	-5%	0%	14	?	1%	6%	4%	0%	-2%	-1%	3%
CCn1c2ccccc2c2cc(NC(=O)COC(=O)c3ccccc3F)ccc21	?	-1%	-2	22%	-5%	-1%	2%	15%	2%	-2%	-11%
Cc1cnc(C)c(N2CCC(C(=O)NC(C)c3cccs3)CC2)n1 (centres undefined)	-4%	13%	29	-19%	5%	-12%	-18%	23%	0%	-7%	3%
CCc1c(O)nc(SCC(=O)Nc2ccccc2)n(-c2ccccc2)c1=O	2%	1%	-5	1%	1%	-6%	6%	42%	1%	-1%	-1%
COc1ccc(S(=O)(=O)N2CC(O)CC2C(=O)Nc2cccnc2)cc1 (centres undefined)	0%	1%	-4	5%	1%	-2%	4%	8%	-7%	-4%	0%
Cc1onc(-c2c(F)cccc2Cl)c1C(=O)NCCc1ccncc1	3%	5%	-3	2%	13%	-6%	-2%	39%	0%	-33%[inhibitor]	-10%
CC1CCCN(C(=O)CSCC(=O)Nc2nc(-c3cccs3)cs2)C1 (centres undefined)	19%	-20%	14	?	7%	?	5%	30%	-14%	12%	17%
Cc1ccc(S(=O)(=O)N2CCOCC2)cc1NC(=O)COC(=O)CSc1ccc(Br)cc1C	-1%	3%	7	7%	4%	-4%	-1%	7%	3%	1%	2%
O=C(O)c1ccccc1C(=O)Nc1nc(-c2ccc3ccccc3c2)cs1	8%	17µM*	-2	?	?	?	62%	23%	20%	1%	-3%
O=S(=O)(Nc1ccc(-n2cnnn2)cc1)c1cccc(F)c1	0%	0%	1	10%	-1%	3%	-3%	.	0%	-3%	.
Cc1ncc([N+](=O)[O-])n1CC(=O)NC1CCCCC1	0%	8%	0	14%	-2%	1%	-3%	8%	2%	-8%	-13%
COc1cccc(C(=O)NCC(=O)NCc2cc(=O)n(C)c(=O)n2C)c1	1%	1%	-3	22%	-6%	10%	-3%	2%	2%	2%	3%
C#Cc1ccc([C@@H]2C=C(C(=O)NC3CC3)O[C@H](OCC)[C@H]2CCCO)cc1	1%	0%	-4	0%	-4%	3%	17%	4%	-3%	-1%	10%
Cc1c(NC(=O)c2csc3c2CCCC3)c(=O)n(-c2ccccc2)n1C	-3%	1%	1	-2%	0%	-5%	3%	-11%	-1%	-3%	-1%
Cc1noc(C)c1S(=O)(=O)N(C)C[C@H]1Oc2ccc(NC(=O)CCC(F)(F)F)cc2C(=O)N([C@H](C)CO)C[C@@H]1C	3%	.	.	0%	.	-4%	12%	.	2%	.	.
O=C(N/N=C/c1ccc(Cl)s1)c1ccccc1[N+](=O)[O-]	0%	1%	2	6%	0%	-1%	-30%	6.3µM*	3%	-4%	7.1µM*
O=C(NC1=NCCS1)C1CC2CCC1C2 (centres undefined)	-8%	-5%	-1	8%	9%	3%	-3%	?	6%	5%	-3%
CCN(CC)S(=O)(=O)c1ccc(N2CCOCC2)c(NC(=O)C2CCCO2)c1 (centres undefined)	3%	1%	9	3%	-6%	-2%	-10%	3%	-2%	-5%	-2%
Cc1ccc(C(=O)N/C(=C\c2cccnc2)c2nc3ccccc3[nH]2)cc1	0%	1%	-1	-4%	-9%	-17%	-16%	3%	0%	-3%	15%

2 of the compounds above, with bars between the fields:
canonical_smiles | ELG1 genotox | FLuc counter | TRPV1 agonist | ELG1 repair inh | Rab9 promoter act | p53 reactivation | BRCA1 expr up | RORg inh | Tb PFK inh | NPC1 promoter act | VP16 counter
COc1cccc(C(=O)NCC(=O)NCc2cc(=O)n(C)c(=O)n2C)c1 | 1% | 1% | -3 | 22% | -6% | 10% | -3% | 2% | 2% | 2% | 3%
COc1ccc(S(=O)(=O)N2CC(O)CC2C(=O)Nc2cccnc2)cc1 (centres undefined) | 0% | 1% | -4 | 5% | 1% | -2% | 4% | 8% | -7% | -4% | 0%

The results go on:
SMILES	ELG1 genotox	FLuc counter	TRPV1 agonist	ELG1 repair inh	Rab9 promoter act	p53 reactivation	BRCA1 expr up	RORg inh	Tb PFK inh	NPC1 promoter act	VP16 counter
Cc1ccc(N/N=C/c2c(O)cc(C)oc2=O)cc1	7%	13µM*	-3	11%	0%	-7%	-5%	-18%	-2%	4%	0%
CSc1sc(C(=O)N2CCc3ccccc32)cc1S(=O)(=O)C(C)C	0%	-13%	9	6%	2%	5%	-6%	-17%	1%	0%	-13%
Fc1ccc(-c2nn3c(C4COc5ccccc5O4)nnc3s2)cc1 (centres undefined)	11%	?	9	?	24%	?	52%	-12%	-10%	3%	?
COc1ccc(CC(=O)N2CCOCC2)cc1	-1%	-1%	0	11%	-1%	5%	0%	?	2%	4%	-4%
Cc1ccc(-c2nc(NCc3cccnc3)c3ccccc3n2)cc1	1%	?	13	?	4%	-2%	-29%	41%	4%	5%	5%
Nc1nnc(SCC(=O)N2CCN(Cc3ccccc3)CC2)s1	0%	6%	1	4%	1%	0%	10%	-5%	0%	-1%	0%
NS(=O)(=O)c1ccc(CCNC(=O)CCCC2=NS(=O)(=O)c3ccccc3N2)cc1	0%	7%	-1	3%	0%	3%	0%	-18%	-2%[0.46 µM]	2%	-4%
COc1cc(/C=C2\SC(=O)NC2=O)ccc1OCC(=O)N1CCOCC1	1%	.	.	?	.	-1%	-17%	.	-7%	.	.
CCN1CCCC1CNC(=O)c1cc(S(=O)(=O)N(C)C)ccc1Cl (centres undefined)	-8%	0%	-5	7%	-5%	-2%	1%	-18%	-2%	0%	-4%
Oc1[nH]c2ccc(Br)cc2c1N=NC(=S)N1CCOCC1	9%	-1%	-3	-2%	-39%[inhibitor]	4%	-95%	1.6µM*	?	-17%	1.6µM*
O=C(NCc1cccnc1)C1CC(=O)N(c2ccc(F)cc2)C1 (centres undefined)	-1%	-1%	-6	-2%	0%	-5%	-15%	2%	-9%	0%	0%
COCCSc1ccccc1C(=O)Nc1cc(C)ccn1	-1%	6%	12	11%	3%	.	-1%	-11%	-2%	1%	-11%
CN(Cc1ccccc1F)C(=O)CN1c2cccc3cccc(c23)S1(=O)=O	-9%	-7%	-6	-24%	5%	-3%	14%	.	-2%	0%	.
CCCN(CC(=O)Nc1ccccc1OC)C(=O)c1ccc(COc2ccccc2)o1	-2%	4%	9	-8%	0%	-1%	-21%	.	-5%	-1%	.
Brc1ccc(/C=N/Nc2nc3ccccc3o2)cc1	?	1.5µM*	7	?	1.1µM*	?	?	8.9µM*	1%	1.6µM*	?
COc1ccc(NC(=O)N2CCCC(CNS(=O)(=O)c3cccs3)C2)c(C)c1 (centres undefined)	-6%	0%	-1	7%	-7%	-5%	-5%	18%	?	-2%	1%
CCOc1ccc(-c2nnc(-c3cccs3)o2)cc1	?	0.67µM*	?	?	0.63µM*	22%	-4%	11µM*	9%	0.71µM*	?
CCN1CCN(c2nn3c(=O)c4ccccc4nc3c3ccccc23)CC1	7%	-15%	-3	-1%	8%	-2%	-4%	-6%	-2%	0%	1%
Cc1ccc(C)c(N(C(=O)c2csnn2)C(C(=O)NC2CCCCC2)c2ccccn2)c1 (centres undefined)	1%	1%	2	-5%	3%	-4%	-26%	2%	0%	1%	-5%
CC(C)(C)c1ccc(NC(=O)COC(=O)c2ccc3ncsc3c2)cc1	0%	-17%	15	?	21%	?	-36%	.	-2%	7%[1.84 µM]	.
COc1ccccc1C(CNC(=O)CNC(=O)c1ccc(Cl)c(Cl)c1)N1CCCC1 (centres undefined)	-1%	-15%	2	10%	2%	-7%	-31%	.	10%	-4%	.
COc1ccc(N2CCN(C(=O)CCc3nnc4ccc(N5CCOCC5)nn34)CC2)cc1	4%	3%	-2	-6%	0%	9%	8%	0%	1%	0%	3%

Assay outcomes deposited in PubChem by National Center for Advancing Translational Sciences (NCATS).

Compounds as they come, and some 15% of all compounds hit somewhere here.
